KB-3-1 tox = KB-3-1 parental cell cytotoxicity; AID 1347075; hit rate 1.4% among 400,000; KB-3-1 viability, CellTiter-Glo ATP luminescence, 72 h; Potency, µM (highest dose often 46.1 µM), without a hit: at the top dose activity change, negative = cytotoxic, usual class: cytotoxic; also: nearly all actives have a fitted effect of over 60% in size
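Here the drug-naive KB-3-1 line serves as comparator for MDR sub-line selectivity; cells received compound titrations, 72 h at 37 °C, then CellTiter-Glo readout.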
KB-V1 cytotox = kills drug-selected multidrug resistant KB-V1 cells. KB-V1 MDR cells viability, CellTiter-Glo, 72 h. Potency, µM (top dose mostly 46.1 µM), inactives show at the top dose activity change, negative = cytotoxicity, most hits filed as cytotoxic. hit rate 3.4% among 400,000; also: nearly all actives have a fitted effect of over 60% in size
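Cytotoxicity toward P-gp-expressing KB-V1 cells was determined as loss of CellTiter-Glo luminescence after 72 h at 37 degrees C. Compounds were tested in quantitative HTS format across a concentration range, with curves fitted to normalized data.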
* marks the source's active call; other numbers are inactive results; ? = inconclusive; & = joins results of further samples. Calls follow the shape of the dose curve; as a rule, active = well fitted cell-killing curve with a large enough effect; inconclusive = small, poorly fitted or top-dose-only effect, or effect the other way; inactive = flat fitted curve, though single readings scatter. % is scaled to controls: 0 for no effect and ±100 for the full control effect; potency is read from the fitted curve at half-maximal effect. The list is partial; rates above refer to the full screens.

Every second line gives: KB-3-1 tox, KB-V1 cytotox
CC(C)c1cc(-c2nc(-c3cccc(Cl)c3)no2)n[nH]1
    9%, 8%
Cc1cc2c(cc3c(SCC(=O)Nc4ccc(Cl)cc4F)nncn32)o1
    7%, 20%
O=C1CCSC2(C(=O)N(Cc3ccc(F)cc3)c3ccccc32)N1c1ccc(Cl)cc1 (stereo unspecified)
    -2%, -7%
Cc1ccc(-n2ncc(C(=O)NCc3ccco3)c2C2CCN(C(=O)OC(C)(C)C)CC2)cc1
    -5%, 11%
CCCCCCCCCCCCCC(=O)Nc1ccc(/C=C/c2ccnc3ccccc23)cc1
    ?, -6%
CC(C)(C)NC(=O)c1cnn(-c2ccccc2)c1C1CCN(C(=O)OC(C)(C)C)CC1
    2%, 0%
CN(C)c1ccc(-c2nnc(SCC(=O)NCc3ccco3)n2C)cc1
    11%, -9%
CCn1c(SCc2ccccc2F)nc(=O)c2c(C(=O)OC)cc(C3CC3)nc21
    10%, -11%
O=C(NC1CCCC1)c1cnn2c1NC(=C1CC1)C=C2C(F)F
    ?, 0%
COc1cccc(NC(=O)CSC2=Nc3ccccc3C3=NC(CCC(=O)NC4CCCCC4)C(=O)N23)c1 (stereo unspecified)
    6%, -7%
Cc1c(C(=O)Nc2ccccc2)sc2nc(-c3cc4ccccc4oc3=O)[nH]c(=O)c12
    5%, 6%
CCCCCCCCCCCCCCCC[n+]1ccc(/C=C/c2c[nH]c3ccccc23)cc1
    12µM*, ?
N#Cc1c2c(c(Cl)n3c1nc1ccccc13)CCCC2
    -1%, -7%
COc1cc(CNC(=O)c2ccc3nc(CCc4ccccc4)oc3c2)cc(OC)c1OC
    -10%, 1%
CCN(CC)CCNC(=O)C1CCN(c2nn3cc(-c4ccc(F)cc4)nc3s2)CC1
    ?, -7%
CC(C)Nc1nc2c(S(=O)(=O)c3cccc(Cl)c3)nnn2c2ccsc12
    1%, -10%
Cc1cc(C)cc(NC(=O)Cn2c(C)cc(C)c(C#N)c2=O)c1
    8%, ?
COc1ccc(C(C)=O)cc1
    3%, 2%
OB(O)c1ccc(Cl)s1
    11%, -1%
CN(C)c1ccc(/C=C/C(=O)Nc2cccc([S+](=O)([O-])Nc3ccccc3F)c2)cc1
    -7%, 12%
COc1ccc(NC(=O)C(=O)NCC(c2ccc3c(c2)OCO3)N2CCN(C)CC2)cc1 (stereo unspecified)
    0%, 13%
COC(=O)[C@H](C)NS(=O)(=O)C1CC1
    1%, -3%
Cn1nnc2c(N3CCN(c4ccccc4)CC3)ncnc21
    -2%, -13%
Cc1c(C(=O)N(Cc2ccccc2F)C2CCS(=O)(=O)C2)oc2ccc(F)cc12 (stereo unspecified)
    -1%, -13%
C=C1C=C(C)n2ncc(C(=O)Nc3ccccc3C(=O)OC)c2N1
    ?, -9%
Cc1cc2c(s1)c1cnn(CC(=O)N3CCOCC3)c(=O)c1n2C
    ?, 0%
Cc1cccc(N2CCN(C(=O)C3CCN(C(=O)c4cc5sccc5n4C)CC3)CC2)c1C
    -14%, -9%
CCN(Cc1ccccc1)C(=O)Cn1ncc2c(=O)oc3ccc(C)cc3c21
    15%, 14%
CCn1cc(S(=O)(=O)c2ccc(OC)cc2)c(=O)c2cc(F)c(N3CCCCCC3)cc21
    15%, 9%
O=C(NCc1ccccc1Cl)c1cc2cccc3c2n1CCS3
    ?, -7%
Cc1oc(-c2cccc(Cl)c2)nc1CSCC(=O)NCc1ccccc1Cl
    -4%, ?
Cc1cccc(CSc2nc3ccncc3n2Cc2ccc(C(=O)O)cc2)c1
    3%, 1%
CCOc1cc(CNC(=O)c2cc(-c3ccccc3)n[nH]2)cc(OCC)c1OCC
    4%, 15%
CCOc1ccc2nc(N3CCCC(C(=O)Nc4ccc(CC)cc4)C3)sc2c1 (stereo unspecified)
    8%, 25%
Cc1c(C)n(Cc2ccc(Cl)cc2)c2ccc(C(=O)N3CCN(c4ccccc4F)CC3)cc12
    -13%, -10%
COC(=O)Nc1sc2c(c1C(N)=O)CCCC2
    -7%, 5%
COc1ccccc1NC(=O)CSC1=Nc2ccccc2C2=NC(CCC(=O)NCCc3ccccc3)C(=O)N12 (stereo unspecified)
    1%, 3%
O=S1(=O)CCOCCCN1Cc1cccc(Cl)c1
    -20%, -34%
Cc1ccc(-n2ncc(C(=O)NCCN3CCN(C)CC3)c2C2CCN(C(=O)OC(C)(C)C)CC2)cc1C
    10%, 10%
COc1cc([N+](=O)[O-])ccc1NC(=O)N1CCC2(CC1)Nc1ccccc1-n1cccc12
    12%, 10%
CCCCCCCCN1[C@@H](CC(C)=O)c2ccc(/C=C/C(C)=O)cc2S1(=O)=O
    ?, ?
Cc1ccc2nc(COc3cccc(NC(=O)c4cccc(Cl)c4)c3)cc(=O)n2c1
    2%, -3%
COc1cc(OC)c(N(C)C(=O)c2cn(C3CCCC3)c(=O)c3c2c2ccccc2n3C)cc1Cl
    -10%, -1%
Cc1ccc(Cl)cc1NC(=O)Cn1cc(S(=O)(=O)Cc2ccccc2Cl)c2ccccc21
    -15%, ?
Cc1cc(C)cc(NC(=O)CCS(=O)(=O)c2ccc3nc(C)sc3c2)c1
    2%, 3%

Fetched by structure from above, four records:
Every second line gives: KB-3-1 tox, KB-V1 cytotox
COc1cc([N+](=O)[O-])ccc1NC(=O)N1CCC2(CC1)Nc1ccccc1-n1cccc12
    12%, 10%
O=S1(=O)CCOCCCN1Cc1cccc(Cl)c1
    -20%, -34%
Cc1ccc(-n2ncc(C(=O)NCCN3CCN(C)CC3)c2C2CCN(C(=O)OC(C)(C)C)CC2)cc1C
    10%, 10%
COC(=O)Nc1sc2c(c1C(N)=O)CCCC2
    -7%, 5%

Other results:
Every second line gives: KB-3-1 tox, KB-V1 cytotox
COC(=O)c1ccccc1NC(=O)c1cnc2c(-c3cccc(C)c3)c(C)nn2c1C
    17%, ?
CCOc1ccccc1-c1nc(-c2ccc(-c3ccccc3)nc2OCC)no1
    1%, 7%
COc1ccc(B(O)O)cc1
    24%, 11%
Cc1cc(C)n2ncc(C(=O)NC(C)C)c2n1
    -3%, -4%
O=C(COCc1cc(-c2ccc3c(c2)OCO3)on1)NCc1ccc(F)cc1
    5%, 8%
CCCCNC(=O)c1cccc(-n2cnc3cccnc32)c1C
    2%, -3%
CN(C)c1ccc(C(CNS(=O)(=O)c2ccc(F)cc2F)N2CCOCC2)cc1 (stereo unspecified)
    -3%, 12%
Cc1c(C2(c3cc(C(C)C)c(O)c(Br)c3C)OS(=O)(=O)c3ccccc32)cc(C(C)C)c(O)c1Br
    27%, 22%
Cc1cc(NC(=O)Nc2nnc(N(C)Cc3ccccc3)s2)ccc1Br
    -8%, 0%
Cc1cc2c(cc1S(=O)(=O)N1CCC(C(N)=O)CC1)OCC(=O)N2
    -2%, 11%
CCCN(CCC)C(=O)c1c[nH]c2ccc(S(=O)(=O)N(C)c3ccc(Cl)cc3)cc2c1=O
    -1%, ?
Cc1ccc2c(c1)ncc[n+]2CC(=O)c1ccc(Cl)cc1Cl
    0%, 0%
Cc1ccc(-n2ncc(C(=O)NCc3cccs3)c2C2CCN(C(=O)OC(C)(C)C)CC2)cc1
    6%, 0%
Cc1cccc(OCC(=O)Nc2ccc(OCc3cc(=O)n4cc(C)ccc4n3)cc2)c1
    0%, ?
O=C(CSCc1nc2cccnc2n1C1CCCCC1)NCc1cccc(Cl)c1
    2%, -8%
Cc1ccc(OC(=O)CSc2nnc(-c3ccc4c(c3)OCO4)o2)cc1
    6%, 8%
COc1cc2c(cc1OC)/C(=C/c1ccc(N(C)C)cc1)C=C2
    17%, ?
O=C(NCCN1CCCCC1)c1ccc(Cn2c(SCc3ccc(F)cc3)nc3cccnc32)cc1
    -20%, 0%
Cc1ccc(-c2nc(=Nc3ccccc3)sn2-c2ccccc2)cc1
    ?, ?
CN(C)c1ccc(-c2nn3c(-c4cc(-c5ccccc5)n[nH]4)nnc3s2)cc1
    ?, 0%
COc1ccc(NC(=O)COc2ccccc2C(=O)Nc2ccccc2)cc1
    -6%, -2%
O=S1(=O)N=C(Oc2cccc(C(F)(F)F)c2)c2ccccc21
    ?, 13%
CC[N+](C)(C(=O)O)/C(=C\c1ccccc1)c1ccnc2ccccc12 (stereo unspecified)
    ?, ?
Cc1ccc(CN2CCCN(CC(=O)Nc3ccc(C)cc3C)S2(=O)=O)cc1
    -16%, 1%
CCN(CCC#N)c1ccc(/C=C/c2ccnc3ccccc23)cc1
    ?, ?
CCc1sc(-c2cc3ccc(O)cc3oc2=O)nc1-c1ccc(C)cc1
    20%, ?
Nc1c(Br)cc(/C=C2\C=Cc3ccccc32)cc1Br
    18%, -4%
CCCCNC(=O)c1ccc2c(c1)NC(=O)C(CS(=O)(=O)Cc1cccc(C)c1)N2 (stereo unspecified)
    -7%, -3%
Nc1cccc2cccnc12
    -7%, -4%
Cc1ccc(S(=O)(=O)c2cn(C)c3cc(N4CCOCC4)c(F)cc3c2=O)c(C)c1
    4%, 11%
N#Cc1nc(Nc2cc(F)cc(F)c2)c2ncn(CCO)c2n1
    15µM*, ?
COc1cc2cc(C#N)c(SCC(=O)OC(C)C)nc2cc1OC
    0%, 35%
COc1ccc(-c2nn3c(-c4cc(C)[nH]n4)nnc3s2)cc1
    0%, 9%
Cc1nn(CCCC(=O)NCc2ccccc2Br)c(=O)c2c1sc1ccccc12
    1%, 5%
Cc1ccc(NC(=O)COCc2cc(-c3cccs3)on2)cc1Cl
    10%, 8%
Cc1ccc(-c2cc(C(=O)N3CCN(S(=O)(=O)c4ccc(Br)s4)CC3)[nH]n2)cc1C
    0%, -3%
Cc1ccc(Nc2nc3ccccc3c3nnc(C)n23)cc1Cl
    6%, 22%
CCc1ccc(CNC(=O)c2ccc(CSc3nc4ccncc4n3Cc3ccccc3)cc2)cc1
    -1%, -3%
COc1cc2c(NC3CCN(C)CC3)nc(N3CCCN(C)CC3)nc2cc1OCCN(C)CCN(C)C
    20%, -17%
CCCCCc1ccc(-c2cn(Cc3ccc4c(c3)C(=O)c3ccccc3C4=O)nn2)cc1
    1%, 6%
CCCCC(=O)Nc1ccc(OCc2cc(=O)n3ccc(C)cc3n2)cc1
    4%, -4%
Cc1nc2ccc(Nc3nc(Nc4c(C)cc(C=CC#N)cc4C)nc4nc[nH]c34)cc2s1
    ?, ?
O=C(C[N+]1(CCO)CCOCC1)c1ccc2ccccc2c1
    7%, -5%
Cn1cc(S(=O)(=O)c2ccc(Cl)cc2)c(=O)c2cc(F)c(N3CCCC3)cc21
    2%, -4%
COCCCNC(=O)C1CCN(c2nn3cc(-c4ccc(F)cc4)nc3s2)CC1
    -23%, -17%
Cc1cc(C=CC#N)cc(C)c1Nc1nc(Nc2ccc3scnc3c2)c2[nH]cnc2n1
    ?, ?
COc1ccc(Cl)cc1NC(=O)c1sc2nc3n(c(=O)c2c1C)CCC3
    3%, 8%
Cc1ccc(CSC2=Nc3ccccc3C3=NC(CCC(=O)NCc4cccs4)C(=O)N23)cc1 (stereo unspecified)
    4%, -10%
COc1cccc2[nH]c(C(=O)NCc3ccc4c(c3)CCN4C(=O)c3ccc(F)cc3)cc12
    ?, -7%
O=C(/C=C/c1ccc2c(c1)OCO2)Nc1cccc([S+](=O)([O-])Nc2ccccc2F)c1
    -13%&0%, -16%&0%
Cc1cc(I)ccc1Nc1nc(NCCN2CCOCC2)nc(N2CCOCC2)n1
    ?, 0%
C1=Cc2ccccc2/C1=C/c1ccc(/C=C2\C=Cc3ccccc32)cc1
    1%, 1%
CCOCCCNc1nc2ccccc2n2c(CC)nnc12
    1%, -8%
Cc1ccc(C)c(S(=O)(=O)c2nnn3c2nc(N2CCOCC2)c2sccc23)c1
    0%, -18%
Cc1ccc(-c2noc(-c3ccccc3NC(=O)C3CC(=O)N(c4ccccc4C)C3)n2)cc1 (stereo unspecified)
    11%, -18%
CCN(CC)c1ccc(/C=C/c2ccncc2)cc1
    0.52µM*, -12%
CCN1CCN(C(c2ccccc2Cl)c2c(O)cc(C)n(CCOC)c2=O)CC1 (stereo unspecified)
    24%, -6%
COc1ccc(C)cc1NC(=O)C1CCN(S(=O)(=O)c2ccc3[nH]c4c(c3c2)CCCCC4)CC1
    1%, 24%
Cc1ccc2c(c1)CCCN2C(=O)c1cnn2c1NC(=C1CC1)C=C2C(F)F
    ?, ?
CCc1cccc(C)c1NC(=O)Nc1csc2c1CCCC2
    -4%, 0%

The listing continues.
Every second line gives: KB-3-1 tox, KB-V1 cytotox
CN(C)c1ccc(/C=C/c2ccc3ncccc3c2)cc1
    17%, 15%
COc1ccc(C(=O)C[n+]2ccccc2Cl)cc1
    4%, 1%
Cc1[nH]c2ccccc2c1/C=C/c1c(C)[nH]c2ccccc12
    ?, -23%
CCOc1ccc(NC(=O)c2nc(S(=O)(=O)Cc3ccc(C)cc3)ncc2Cl)cc1
    ?, -15%
CCCCNc1ncnc2oc(-c3ccco3)c(-c3ccco3)c12
    ?, ?
Fc1ccc(-c2nc(-c3c[nH]c4ccccc34)cs2)cc1
    ?, 11%
COc1ccc(Cc2nc3ccc(C(=O)NCCc4ccc(OC)c(OC)c4)cc3o2)cc1
    -23%, ?
CCc1ccc(S(=O)(=O)c2nnn3c2nc(Nc2ccc(C)c(Cl)c2)c2sccc23)cc1
    -12%, 4%
Cc1cc(C)[n+](C)c2ccccc12
    ?, ?
